Sm TGR block = S. mansoni TGR enzyme inhibition | AID 485364 | Potency, µM (series often up to 114 µM), for inactives: at the top dose activity change, negative = inhibition, most hits filed as inhibitors | purified TGR, DTNB reduction, TNB absorbance 405 nm | 3% of 360,000 active | Q962Y6; note: nearly all actives have a fitted effect of over 60% in size
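TGR 20 nM + NADPH 100 uM (dispensed conc.), cpd preinc 15 min RT; start with NADPH (500 uM addition) then DTNB (15 mM addition). Kinetic TNB absorbance, 405 nm filter. Four-parameter Hill fit across titration.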
LmPK inhibitor = blocks Leishmania mexicana pyruvate kinase activity; 0.37% of 290,000 active; Q27686; purified LmPK, Kinase-Glo ATP luminescence, 1 h; Potency, µM (top dose mostly 57.5 µM), for inactives: at the highest dose activity change, negative = inhibition, most hits filed as inhibitors
Target sequence (Q27686 whole entry, looked up): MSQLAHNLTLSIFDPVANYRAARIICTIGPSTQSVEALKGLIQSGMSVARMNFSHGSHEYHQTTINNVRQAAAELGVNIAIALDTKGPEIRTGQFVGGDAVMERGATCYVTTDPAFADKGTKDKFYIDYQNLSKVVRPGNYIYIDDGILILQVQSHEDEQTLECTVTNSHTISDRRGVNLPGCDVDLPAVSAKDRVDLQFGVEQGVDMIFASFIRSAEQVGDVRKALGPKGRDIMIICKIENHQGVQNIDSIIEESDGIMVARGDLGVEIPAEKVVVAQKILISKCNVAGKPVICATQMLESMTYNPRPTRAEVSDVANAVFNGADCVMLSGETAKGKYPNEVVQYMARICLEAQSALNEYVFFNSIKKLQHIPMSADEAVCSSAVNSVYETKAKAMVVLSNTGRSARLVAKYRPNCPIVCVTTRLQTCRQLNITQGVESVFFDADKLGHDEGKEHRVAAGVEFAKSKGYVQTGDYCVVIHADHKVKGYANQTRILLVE
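Pyruvate kinase activity monitored as ATP production (luciferase luminescence). Conditions: 0.1 nM enzyme, 0.5 mM PEP, 0.1 mM ADP, 1 h, RT; normalized against uninhibited and no-enzyme wells.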
Tb PYK inh = blocks Trypanosoma brucei pyruvate kinase; Potency, µM (highest dose often 76.8 µM), inactives show at the highest dose activity, negative = inhibition, most hits filed as inhibitors; 0.12% of 410,000 active; TbPYK enzyme, Kinase-Glo Plus ATP luminescence, 45 min; AID 624173; Q57TT1; note: nearly all actives have a fitted effect of over 50% in size
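Screened from lowest to highest concentration, compounds were pinned into TbPYK/substrate mixtures, and ADP (130 uM final) was added. Plates sat at room temperature for 45 min prior to Kinase-Glo Plus detection by luminescence.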
HCV inh = inhibitors of hepatitis C virus infection. Potency, µM (series often up to 41.8 µM), for inactives: at the highest dose activity change, negative = inhibition, actives largely listed as inhibitors. Huh7.5.1 HCVcc-Cre infection, luciferase reporter, 44 h. 3.4% of 340,000 active
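Compounds are dispensed onto cells plated 4 h earlier at 1,000 per well, with HCVcc-Cre virus (about 0.5 moi) added next. Following 44 h of culture, luminescent signal is measured for 15 sec after 15 min with substrate at room temperature.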
Pf growth 48h = inhibits P. falciparum growth in the first generation, 48 h. P. falciparum luciferase growth in erythrocytes, 48 h. Potency, µM (series often up to 28.7 µM), for the others: top-dose activity change, negative = inhibition, most hits filed as inhibitors. 5.9% of 310,000 active. AID 504832
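Compounds are pin-transferred into medium, infected erythrocytes (2% hematocrit, 0.1% parasitemia final) are added, and plates sit one parasite generation at 37 C in 5% CO2. Detection reagent is then added and luminescence measured.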
Pf growth 96h = P. falciparum growth inhibition at 96 hours. P. falciparum luciferase reporter growth, 96 h. AID 504834. Potency, µM (series often up to 28.7 µM), inactives show at the top dose activity change, negative = inhibition, usual class: inhibitors. 6.9% of 320,000 active
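Two parasite generations (96 h, 37 C, 5% CO2) of compound exposure in infected erythrocytes (0.05% parasitemia, 2% hematocrit). Luciferase-reporter P. falciparum; decreased luminescence indicates inhibited growth, aimed at apicoplast-acting delayed death.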
Active calls of the source: *; ? = inconclusive; · = not tested or not shown; [ ] = another dose, or the depositor's remark. Calls come from the whole dose curve; as a rule, active = well fitted curve in the direction sought with a large enough effect; inconclusive = small, poorly fitted or top-dose-only effect, or another doubt; inactive = no such curve, though single readings can be large; an effect the other way counts as inactive or inconclusive. % is set by controls: 0 for no effect and ±100 for the full control effect; potency is the fitted concentration of half-maximal effect.

Start of the data: the first 3 entries, ahead of the listing:
SMILES | Sm TGR block | LmPK inhibitor | Tb PYK inh | HCV inh | Pf growth 48h | Pf growth 96h
COC(=O)CNC(=O)Cn1cnc2sc(C)c(S(=O)(=O)N3CCN(c4ccccc4OC)CC3)c2c1=O | -3% | 2% | 1% | 6% | 9% | 8%
CC(=O)N1CCN=C1SCc1cccc(F)c1 | 3% | -7% | 4% | -2% | 18% | -17%
Cc1cc(C)c2c(=O)[nH]c(SCc3ccc([N+](=O)[O-])cc3)nc2n1 | 2% | -3% | -10% | 9% | -11% | 12%

The whole of this part, from the start:
SMILES | Sm TGR block | LmPK inhibitor | Tb PYK inh | HCV inh | Pf growth 48h | Pf growth 96h
COC(=O)CNC(=O)Cn1cnc2sc(C)c(S(=O)(=O)N3CCN(c4ccccc4OC)CC3)c2c1=O | -3% | 2% | 1% | 6% | 9% | 8%
CC(=O)N1CCN=C1SCc1cccc(F)c1 | 3% | -7% | 4% | -2% | 18% | -17%
Cc1cc(C)c2c(=O)[nH]c(SCc3ccc([N+](=O)[O-])cc3)nc2n1 | 2% | -3% | -10% | 9% | -11% | 12%
O=C1c2ccc(Oc3ccc([N+](=O)[O-])cc3)cc2C(=O)N1c1ccncc1 | 1% | 0% | 2% | 17% | 58%[activator] | 15%
C=CCn1c(SCC(=O)NCCCO)nc2sc3c(c2c1=O)CCC3 | -7% | -1% | -1% | -6% | -8% | 45%[activator]
Cc1ccc(NC2=CC(=O)CC(c3ccc(Cl)cc3)C2)cc1 (configuration not stated) | 2% | 3% | -7% | -11% | 13µM* | ?
COc1ccccc1N(C)S(=O)(=O)c1ccc(Cl)c(C(=O)NC2=NCCS2)c1 | 5% | 4% | -6% | -7% | -22% | ?
COc1cccc(-c2cc(C(=O)N3CCN(Cc4ccc5c(c4)OCO5)CC3)on2)c1 | 5% | 1% | -3% | ? | -22% | 23%
CC(NS(=O)(=O)c1ccc2c(c1)OCCCO2)C(=O)O (configuration not stated) | -5% | 2% | -3% | 12% | 8% | 34%
O=C(CSc1nnc(CNc2ccc(F)cc2)n1CC1CCCO1)N1CCOCC1 (configuration not stated) | -13% | -3% | -7% | 14% | 6% | 1%
COCc1nnc(NC(=O)c2cccc(NC(=O)C(C)C)c2)s1 | -2% | -7% | -5% | -9% | 89% | -30%
CCn1c2ccccc2c2nnc(SCC(N)=O)nc21 | -21% | -2% | 0% | 1% | · | -3%
COc1cc(CN2CCC(CO)(Cc3cccc(C(F)(F)F)c3)CC2)ccc1F | 4% | -3% | 6% | ? | 6.6µM* | 4.1µM*
CC1=CCC2CC1C2(C)C (configuration not stated) | · | · | 2% | · | 0% | -10%
CCCCn1c(=O)[nH]c(=O)c2c1nc(-c1ccccc1OC(F)F)n2C | ? | -6% | 0% | -3% | -14% | -17%
O=C(Oc1ccc2cc(Br)ccc2c1)c1cccnc1 | -1% | -4% | -10% | 3% | 13% | 58%[activator]
C/C(=N\NC(=O)C(C)Nc1cccc(Cl)c1)c1ccc([N+](=O)[O-])cc1 (configuration not stated) | -10% | 0% | 1% | -22% | 8% | ?
CCc1ccc2nc(SCC(=O)NCC3CCCO3)c(C#N)cc2c1 (configuration not stated) | -10%[57.1 µM] | 5% | 4% | ? | 26% | 42%[activator]
Cc1ccc(CNC(=O)C2CCCN(Cc3cnn(-c4ccccc4)c3-n3cccc3)C2)cc1 (configuration not stated) | 0% | 1% | 0% | ? | -10% | ?
Cc1ccccc1N1C(=O)[C@@H]2Cc3ccccc3CN2C1=O | 0% | 5% | -13% | 10% | ? | ·

Part of the list above in order of molar mass, falling.
SMILES | Sm TGR block | LmPK inhibitor | Tb PYK inh | HCV inh | Pf growth 48h | Pf growth 96h
Cc1ccc(CNC(=O)C2CCCN(Cc3cnn(-c4ccccc4)c3-n3cccc3)C2)cc1 (configuration not stated) | 0% | 1% | 0% | ? | -10% | ?
COc1cc(CN2CCC(CO)(Cc3cccc(C(F)(F)F)c3)CC2)ccc1F | 4% | -3% | 6% | ? | 6.6µM* | 4.1µM*
Cc1ccccc1N1C(=O)[C@@H]2Cc3ccccc3CN2C1=O | 0% | 5% | -13% | 10% | ? | ·
CC1=CCC2CC1C2(C)C (configuration not stated) | · | · | 2% | · | 0% | -10%

(cont.)
SMILES | Sm TGR block | LmPK inhibitor | Tb PYK inh | HCV inh | Pf growth 48h | Pf growth 96h
COc1ccc(C(=O)C[n+]2cn(C(F)F)c3ccccc32)c(F)c1 | 10µM* | -6%[11.5 µM] | -1% | 2% | 42%[activator] | 42%[activator]
CCN(CC)CCNC(=S)N1CCn2c(nc3ccccc32)C1 | -1% | 0% | -5% | -2% | ? | ?
NC(=O)c1ccc(NC(=O)c2ccc(COc3ccccc3Br)cc2)cc1 | -2% | · | -11% | -2% | 19% | 48%[activator]
Cc1cccc(C)c1NC(=O)N1CCC(n2c(=O)[nH]c3ccccc32)CC1 | -30% | 11% | -7% | 15% | · | ?
O=C(NCc1ccc2c(c1)OCO2)c1cccnc1 | -30% | 8% | -10% | 3% | 38%[activator] | ?
Cc1ccnc(NC(=O)CCCOc2ccc(Cl)cc2C)c1 | 0% | 5% | · | · | -3% | 0%
N#Cc1ccc(-c2cccnc2)nc1SCc1ccc(Cl)c(Cl)c1 | 3% | 2% | -1% | 11µM* | 9.3µM* | ?
COc1ccc(-c2cc(C(=O)N3CCN(C(=O)c4ccco4)CC3)[nH]n2)cc1 | -3% | -5% | 2% | -7% | -14% | 42%[activator]
Cc1cc(F)c(F)cc1C(=O)N1CCCC1 | -20% | 4% | -3% | 15% | -18% | 2%
COC(=O)COc1cccc(NC(=O)c2cccc(C)c2)c1 | · | -1% | -7% | -10% | 10% | 10µM*
Cc1cc(C)c(C)c(S(=O)(=O)N2CCN(Cc3nc4ccccc4[nH]3)CC2)c1C | -3% | 1% | -3% | · | -28% | ?
Cc1cccc(-n2ncc3c(N)ncnc32)c1 | 3% | -5% | -3% | ? | 3% | -3%
Cc1cc(C)c(S(=O)(=O)N2CCN(c3ccccc3)CC2)c(C)c1 | -6% | 11% | 20% | -1% | -24% | 9%
O=C(c1ccc(OC2CCN(CCc3ccccc3)CC2)cc1)N1CCCC(CCCO)C1 (configuration not stated) | -17% | -7% | 8% | 2% | ? | -28%
CS(=O)(=O)N(CC(=O)N1CCc2ccccc2C1)c1cccc([N+](=O)[O-])c1 | -16% | -7% | 0% | -8% | -7% | ?
CC1(C)CC(=O)C/C(=N/NC(=O)C2CCN(S(=O)(=O)c3cccs3)CC2)C1 | -12% | -6% | 4% | 19% | 7% | 3%
O=C(/C=C/c1ccccc1Cl)NNC(=O)c1ccncc1 | -1% | · | -5% | -3% | 33%[activator] | 31%[activator]
C=CCNc1nc(C(=O)OCC(=O)N(Cc2ccccc2)C(C)C)cs1 | 3% | · | -1% | 5% | 35%[activator] | 18%
Cc1cc(C)c2nc(/N=C(\N)NC(=O)c3ccccc3)nc(C)c2c1 | 3% | 1% | -1% | -7% | ? | ?
COC(CN(C)C(=O)C1CCC(CNS(=O)(=O)c2ccccc2)CC1)OC (configuration not stated) | 6% | -3% | 0% | 4% | 16% | 10%
O=C(Cc1ccc(-c2ccccc2)cc1)NCc1ccccc1 | -21% | 0% | 1% | -18% | 9% | 43%[activator]
CCc1nn2c(=O)c(S(=O)(=O)Nc3ccccc3)c(C)nc2s1 | -5% | 5% | 3% | -7% | -5% | 0%
C/C(=N\NC(=O)c1cccc(S(=O)(=O)N2CCOCC2)c1)c1ccc(C)cc1 | -16% | · | -5% | -2% | ? | ?
Cc1nnc2ccc(-c3cccc(NC(=O)Cc4cccs4)c3)nn12 | -7% | 2%[11.5 µM] | -3% | -8% | ? | -19%
CN(C)c1ccc(/C=N/n2c(COc3ccccc3)n[nH]c2=S)cc1 | 6% | -11% | ? | 16% | -11% | 0%
O=C(Nc1ccc([N+](=O)[O-])cc1)Nc1ccon1 | 6% | -3% | 0% | -1% | -6% | 14%
CCOc1ccc(N2C(=O)Nc3ccccc3C2(O)C(=O)NCc2ccco2)cc1 (configuration not stated) | 2% | -6% | -6% | -5% | -5% | -6%
COc1ccccc1C(=O)NCCC(=O)N1CCN(c2ccccc2Cl)CC1 | -10% | · | 5% | 22% | 8.3µM* | 12µM*
O=C1c2ccccc2C(=O)N1CCCP(=O)(O)CCc1ccccc1 | -13% | 0% | 8% | 3% | 5% | ·
Cc1ccc(C)c(N2CCN(C(=O)CN(C)S(=O)(=O)c3ccc4c(c3)CCC(=O)N4)CC2)c1 | 10% | 3% | 2% | -9% | · | 2.3µM*
O=C(Nc1ccncc1)C1(c2ccccc2)CCCC1 | 6% | 5% | -1% | 3% | ? | -1%
COc1cc(OC)cc(C(C(=O)NC2CCCCC2)N(C(=O)c2ccno2)c2ccccc2)c1 (configuration not stated) | -20% | 0% | 5% | 3% | ? | -11%
Cc1cc(/C=C2/NC(=O)NC2=O)c(C)n1-c1ccc(N2CCOCC2)cc1 | ? | 0% | -6% | 0% | -7%[5.75 µM] | ?
COc1cc(C=O)ccc1OCCCOc1ccccc1[N+](=O)[O-] | 1% | 2% | 0% | ? | 39%[activator] | 11%
CCCCCOc1ccc(C(=O)OCC(=O)Nc2cc(C)c(C)cc2[N+](=O)[O-])cc1 | -2% | 1% | -4% | 7% | -4% | ?
C#CCOc1ccccc1C(N)=O | 2% | 1% | -1% | -2% | 10% | 27%
Cc1ccc(NC2CCCN(C(=O)c3ccc4nccnc4c3)C2)cc1C (configuration not stated) | -31% | -1% | -2% | 30% | -13% | ?
COCc1ccc(C(=O)N2CCCC(Nc3ccc4c(c3)OCCO4)C2)o1 (configuration not stated) | ? | 1% | -13% | 14% | -17% | 20%
CC(CC(=O)O)CC(=O)Nc1ccc(Br)cc1 (configuration not stated) | 1% | -2% | -1% | 3% | ? | -21%
COc1ccc(N2C(=O)CCC(C(=O)NCCN3CCOCC3)C2c2ccc(OC)c(OC)c2)cc1 (configuration not stated) | -4% | 8% | 0% | 1% | 15% | 27%
CN(c1ccccc1C(=O)NC1CCCCC1)S(=O)(=O)c1ccccc1 | -5%[57.1 µM] | -1% | 1% | 12% | -15% | ?
Fc1ccc(NC(=S)Nc2ccccc2OC(F)F)cc1Cl | -32% | 0% | 0% | ? | ? | ?
CSCCC(NC(=O)c1cc(C)oc1C)C(=O)O (configuration not stated) | 0% | 10% | · | 8% | 2% | ·
CCC(C)N1C(=O)CCC1C(=O)NCc1ccc2c(c1)OCO2 (configuration not stated) | -15% | -2% | -3% | 4% | · | 41%[activator]
COc1cccc(CNc2ncc(Br)cc2Br)c1O | 5% | 5% | 9% | ? | 83%[activator] | 108%[activator]
O=C(O)c1ccc(-c2ccc(/C=c3/sc4nc5ccccc5n4c3=O)o2)cc1Cl | 28µM* | 9% | ? | 19% | 12% | 8%
Cc1ccc(O)c(C(=O)c2cnn(C(=O)COc3ccccc3C#N)c2)c1 | -5% | -1% | · | · | 15% | 12%
Cc1ccc(C(=O)N2CCN(Cc3ccc4c(c3)OCO4)CC2)cc1C | ? | 2% | 2% | ? | 43%[activator] | 44%[activator]
O=C(O)c1cc2ccccc2c(N=Nc2cccnc2)c1O | 0% | -1% | 2% | ? | -12% | 2.9µM*
COc1ccc(C2CCCN2C(=S)Nc2ccc(C)cc2Cl)cc1OC (configuration not stated) | 2% | 5% | -5% | ? | -27% | 14%

2 records drawn at random from the list so far, as already listed:
SMILES | Sm TGR block | LmPK inhibitor | Tb PYK inh | HCV inh | Pf growth 48h | Pf growth 96h
O=C(Nc1ccc([N+](=O)[O-])cc1)Nc1ccon1 | 6% | -3% | 0% | -1% | -6% | 14%
CCc1nn2c(=O)c(S(=O)(=O)Nc3ccccc3)c(C)nc2s1 | -5% | 5% | 3% | -7% | -5% | 0%

Compound activity from PubChem.
